Screening data deposited in PubChem by several laboratories.
NOD2 RIPK2 PPI – NOD2-RIPK2 binding disruptors in cells, primary screen, fluorescence, CHO cells, BLA complementation | AID 624267, 2012 | actives 0.38% (n = 360,000) | CCF4 ratio | inhibition, % at 4.98 µM; in the data active = inhibition above about 21%;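 also: 0% = vehicle only and 100% = reference blocker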
TLR9-MyD88 block – inhibitors of TLR9-MyD88 association in cells, primary screen, cell-based, CHO, BLA complementation, fluorescence | Toll-like receptor 9 (Homo sapiens) + Myeloid differentiation primary response protein … | CCF4 FRET ratio | inhibition, % at 4.98 µM | actives 0.21% (n = 340,000);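 active = inhibition above the mean over all tested compounds plus 3 SD, cut at about 21% in these data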;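 also: 0% = DMSO only wells and 100% = clavulanate BLA inhibitor control wells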
Target sequence (Q99836 whole entry, looked up): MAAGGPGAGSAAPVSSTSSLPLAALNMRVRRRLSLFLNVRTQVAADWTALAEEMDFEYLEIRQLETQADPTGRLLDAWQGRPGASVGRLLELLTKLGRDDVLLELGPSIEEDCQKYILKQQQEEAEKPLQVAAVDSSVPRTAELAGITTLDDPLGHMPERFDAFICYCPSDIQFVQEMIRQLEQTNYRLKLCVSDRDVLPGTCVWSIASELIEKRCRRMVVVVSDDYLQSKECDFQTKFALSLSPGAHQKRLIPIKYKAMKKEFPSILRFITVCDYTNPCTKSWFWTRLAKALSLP
Target sequence (Q9NR96 whole entry, looked up): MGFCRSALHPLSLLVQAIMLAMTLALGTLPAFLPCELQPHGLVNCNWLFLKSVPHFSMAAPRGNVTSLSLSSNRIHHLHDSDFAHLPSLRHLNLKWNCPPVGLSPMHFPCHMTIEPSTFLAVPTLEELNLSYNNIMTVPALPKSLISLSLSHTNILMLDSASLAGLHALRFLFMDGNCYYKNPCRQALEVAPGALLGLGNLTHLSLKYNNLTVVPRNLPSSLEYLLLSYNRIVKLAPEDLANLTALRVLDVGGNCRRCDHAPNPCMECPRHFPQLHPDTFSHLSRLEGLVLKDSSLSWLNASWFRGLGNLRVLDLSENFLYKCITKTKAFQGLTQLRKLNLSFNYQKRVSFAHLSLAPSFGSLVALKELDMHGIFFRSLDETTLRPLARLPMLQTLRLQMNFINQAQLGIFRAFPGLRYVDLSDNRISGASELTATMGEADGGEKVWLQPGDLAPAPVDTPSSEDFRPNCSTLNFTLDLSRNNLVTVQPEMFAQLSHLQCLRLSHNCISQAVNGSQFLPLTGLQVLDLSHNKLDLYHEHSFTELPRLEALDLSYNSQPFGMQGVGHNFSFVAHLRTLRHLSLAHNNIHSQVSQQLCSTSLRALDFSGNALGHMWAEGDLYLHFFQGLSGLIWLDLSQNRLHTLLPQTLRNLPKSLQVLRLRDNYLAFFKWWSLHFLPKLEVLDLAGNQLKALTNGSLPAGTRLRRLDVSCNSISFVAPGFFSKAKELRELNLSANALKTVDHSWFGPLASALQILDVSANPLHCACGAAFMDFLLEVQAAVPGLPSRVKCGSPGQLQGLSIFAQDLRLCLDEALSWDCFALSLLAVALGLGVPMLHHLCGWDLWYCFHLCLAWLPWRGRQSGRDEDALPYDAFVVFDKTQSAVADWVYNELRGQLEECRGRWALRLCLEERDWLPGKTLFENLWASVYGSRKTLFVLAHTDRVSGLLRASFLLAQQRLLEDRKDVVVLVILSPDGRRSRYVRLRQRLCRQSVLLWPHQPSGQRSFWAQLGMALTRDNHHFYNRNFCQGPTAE
N-glyco inh – increase of ERlucT glycosylation luciferase signal, primary screen, N-linked glycosylation inhibitor project, D54 ERlucT cells, luminescence, set 2; D54 ERlucT glycosylation luciferase reporter, 24 h; percent of 100 nM tunicamycin response; reporter increase, % at 12.5 µM; actives 0.23% (n = 360,000); AID 588692, 2011;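 active = mean luciferase reporter signal, scaled so untreated is 0 and the glycosylation-blocking control 100, at or above a set limit in every replicate; inconclusive = mean reaches the limit but not every replicate does; inactive = mean below the limit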;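 also: luciferase carries N-glycosylation sites so blocking glycosylation raises the light; 0% = median of neutral control wells and 100% = median of 100 nM tunicamycin wells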
aDG glyco up – activators of alpha-DG glycosylation, primary screen, uHTS, Pro5-aDG cells, AlphaScreen | alpha-DG glycosylation AlphaScreen (IIH6); 0% Pro5, 100% B10-LARGE cell signal | activation, % at 10 µM | actives 0.22% (n = 360,000) | AID 624168, 2012;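 active = activation of at least 8% versus controls, or a plate z-score of at least 8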;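 also: Pro5 are CHO cells carrying HIG-tagged alpha-DG that lacks glycosylation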
ABHD5-PLIN5 inh – ABHD5-PLIN5 interaction inhibitors, primary screen, cell lysate, split luciferase complementation, luminescence; Split G. princeps luciferase complementation, 4 h; inhibition, % at 4 µM; actives 0.78% (n = 360,000);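 active = inhibition above the mean inhibition across every tested compound plus 3 SD, cut at about 22% in these data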;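 also: 0% = DMSO only wells and the 100% control is not disclosed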
MC4R barr agon – MC4R agonists recruiting beta-arrestin, primary screen, cell-based, luminescence, agonist arm of biased-ligand search; actives 0.98% (n = 360,000); Melanocortin receptor 4 (Homo sapiens), P32245; activation, % at 8.9 µM; U2OS MC4R beta-arrestin complementation; percent of melanotan II response, DMSO zero;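 active = activation above a per-plate cutoff, the mean activation of sample wells on that plate plus 3 SD, cut at about 8% in these data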
Vif imaging – HIV Vif self-association inhibitors, primary screen, imaging, HEK293T, single point. inhibition, % at 7.49 µM. actives 0.35% (n = 340,000). HEK293T cells, Vif self-association by quenched fluorescence, 24 h; in the data active = inhibition above about 50%, passing the limit was not always enough; inconclusive = no clear call, values can overlap the other calls; inactive = below about 31%; also: some results filed as inactive read as strong as hits
ABCB6 inh MLPCN – ABCB6 transporter inhibitors, primary screen, K562-ABCB6 cells, flow cytometry, MLPCN library. ATP-binding cassette sub-family B member 6 (Homo sapiens), Q9NP58. K562-ABCB6 porphyrin accumulation, 1 h; stronger effect = lower value. fluorescence ratio to DMSO, % at 10 µM. actives 0.19% (n = 360,000). AID 602162, 2011;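 active = fluorescence ratio to DMSO below 75%, the collection mean minus 3 SD; inconclusive = too few cells collected in the well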;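 also: signal is porphyrin accumulated inside mitochondria; 100% equals median channel fluorescence of DMSO control wells; lower ratio means ABCB6 inhibition with less porphyrin fluorescence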
MC4R antagonist – MC4R antagonists of cAMP signaling, primary screen, cell-based, TR-FRET, antagonist arm of biased-ligand search; MC4R-expressing cells, MTII-stimulated cAMP, LANCE TR-FRET; actives 0.48% (n = 360,000); inhibition, % at 6.5 µM;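 active = inhibition above its plate's cutoff, the mean of tested wells on that plate plus 3 SD, cut at about 29% in these data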;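 also: 0% = Melanotan II alone and 100% = Melanotan II plus saturating MCL0020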
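System: U2OS-MC4R stable cell line; Technique: Eu-cAMP/anti-cAMP TR-FRET, emission 671 nm; Repeats: single well per compound; Also added: Melanotan II; Dosing: one concentration, 6.5 µM nominal; Schedule: 30-min compound, 1-h challenge, 1-h detection, room temperature.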
Granule exo inh – LAMP-1 surface exposure blockers, TALL-104 cells – cell-based, flow cytometry, MLPCN library, primary screen; actives 0.66% (n = 360,000); TALL-104 LAMP-1 surface exposure; cells stimulated with thapsigargin and PMA; AID 651702, 2012; inhibition, % at 10 µM;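 active = inhibition above about 55%, limit read from the data; inconclusive = no clear call, values can overlap the other calls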
Numbers without * were called inactive; ? = inconclusive; · = no result given. Some of the compounds tested, so the mix of outcomes need not match the whole.

smiles | TLR9-MyD88 block | Vif imaging | MC4R antagonist | NOD2 RIPK2 PPI | aDG glyco up | Granule exo inh | ABHD5-PLIN5 inh | ABCB6 inh MLPCN | N-glyco inh | MC4R barr agon
O=C(NCc1ccccc1)c1cc(C2CCCN(S(=O)(=O)c3cccc4cccnc34)C2)on1 (configuration not stated) | · | -6.2 | 8.0 | -3.2 | 0.1 | -3.0 | -0.6 | 103.0 | -3.7 | 2.3
C[C@@H]1CN([C@@H](C)CO)C(=O)CCCn2nncc2CO[C@H]1CN(C)C(=O)Nc1ccc(C(F)(F)F)cc1 | -14.2 | -5.2 | 16.3 | -5.8 | 0.1 | 0.1 | 7.1 | 99.0 | -1.6 | -0.2
COc1cc2nc(N(CCCN(C)C)C(=O)c3ccc(S(=O)(=O)N4CCc5ccccc5C4)cc3)sc2cc1OC | -10.0 | -2.2 | -3.0 | 6.8 | 0.6 | 46.5 | 10.3 | 94.0 | -7.0 | -2.2
CCC(C(=O)N1CCN(c2cccc(Cl)c2)CC1)c1ccccc1 (configuration not stated) | 4.4 | -12.6 | 7.7 | 2.0 | 0.5 | 9.6 | -1.0 | 88.0 | -1.9 | 3.2
COc1ccc(NC(=O)[C@H](NC(=O)[C@@H]2Cc3ccccc3CN2)c2ccccc2)cc1 | 1.1 | 13.0 | 7.7 | -5.7 | 0.0 | 7.3 | 9.2 | 101.0 | 0.7 | -1.4
O=C(NCc1ccccc1)OC1CC2CC1[C@H]1CCCCN1C2=O (some centres not stated) | · | · | · | -11.5 | -0.1 | -2.1 | 4.5 | 105.0 | · | ·
CS(=O)(=O)c1ccc(-c2cccc(NC(=O)c3ccco3)c2)nn1 | -15.4 | -1.7 | 1.8 | -1.0 | -0.1 | -3.0 | -8.8 | 100.0 | -2.8 | -1.5
c1cnc(NCCNc2ncccn2)nc1 | -6.7 | 6.5 | 20.3 | -6.3 | 0.1 | -4.6 | 3.9 | 99.0 | 1.4 | 1.1
O=C(CS(=O)(=O)c1cn(CC(=O)N2CCOCC2)c2ccccc12)Nc1ccccc1F | -7.4 | 5.4 | 13.9 | -16.4 | 0.2 | 2.8 | -0.1 | 100.0 | -2.0 | 3.6
CN1CCN(c2ccc3c(c2)OC[C@@H](Cc2ccccc2)NS3(=O)=O)CC1 | · | · | · | -8.8 | -0.2 | -0.6 | -1.6 | 96.0 | · | ·
CN(C)CCCN(C(=O)CCc1ccccc1)c1nc2c(F)cccc2s1 | -5.3 | 0.3 | -0.6 | -9.2 | 1.2 | 2.0 | 18.0 | 99.0 | 1.4 | 0.6
CCN(c1ccccc1)S(=O)(=O)c1ccc(C(=O)N2CCOCC2)cc1 | 5.8 | -2.0 | 1.9 | 6.4 | -0.1 | 3.1 | -1.6 | 91.0 | 3.2 | 0.8
Cc1ccc(SCC(=O)c2ccc(CC(=O)O)s2)cc1 | · | -3.1 | 0.6 | -5.2 | -0.1 | -1.0 | 3.8 | 103.0 | -2.6 | 1.0
O=C(c1ccc(CS(=O)c2ccccc2Cl)o1)N1CCN(C2CCCCC2)CC1 (configuration not stated) | -7.2 | 2.3 | 2.7 | -0.2 | -0.3 | -1.3 | 3.7 | 108.0 | -4.8 | -1.3
O=C(NCc1ccc(F)cc1)c1ccc(CNc2c(N3CCOCC3)c(=O)c2=O)cc1 | -4.1 | 6.1 | 27.4 | -4.8 | 0.1 | -2.4 | 0.0 | 101.0 | 1.8 | -1.1
CCN(CC(=O)Nc1ccc(NC(C)=O)cc1)C(=O)COc1ccc(C(=O)c2ccccc2)cc1 | 2.0 | 0.9 | 9.9 | 1.6 | -0.2 | -9.4 | 2.3 | 99.0 | -2.8 | -2.2
Cc1ccccc1S(=O)(=O)N(C)C[C@@H]1OCc2cnnn2CCCC(=O)N([C@H](C)CO)C[C@H]1C | -1.0 | -1.5 | 6.9 | 5.0 | 0.1 | 0.9 | 1.1 | 88.0 | 3.2 | -1.6
CSc1ccc(/C=C(\C(=O)O)c2ccc(S(=O)(=O)N3CCCC3)s2)cc1 | -18.9 | -1.6 | -1.1 | -2.9 | -0.1 | 1.0 | -5.2 | 87.0 | 0.7 | -1.3
COc1ccc(C2CC(=O)c3sc(N)nc3C2)cc1 (configuration not stated) | 0.9 | 14.0 | 5.6 | 9.9 | 0.3 | 1.0 | -11.5 | 100.0 | 0.6 | -0.7
Cc1[nH][nH]c(=O)c1C(c1c(C)[nH][nH]c1=O)c1cn(Cc2cccc3ccccc23)c2ccccc12 | 5.3 | 0.7 | -17.0 | 17.0 | -0.3 | 17.4 | -15.4 | 106.0 | 11.1 | -2.1
Cc1cc(C)c2nc(NNC(=O)c3ccc(S(=O)(=O)N4CCc5ccccc5C4)cc3)sc2c1 | 5.6 | -5.1 | 9.1 | 11.3 | -0.1 | -1.7 | 29.9* | 96.0 | -9.9 | -0.8
O=C(CSCc1cc(=O)[nH][nH]1)Nc1ccc(F)cc1 | 2.3 | 11.5 | 2.5 | -6.8 | -0.3 | -0.7 | -7.3 | 101.0 | -1.4 | -2.2
CCOc1cc(Br)c(CC(=O)NC2CCCCCC2)cc1OCC | 5.6 | -5.9 | 4.8 | -4.0 | 0.1 | 3.4 | -2.0 | 98.0 | -1.0 | -1.2
Cc1ccc(S(=O)(=O)N2CCC(=O)N(CCOCc3ccccc3)CC2)cc1 | -4.7 | -1.6 | 8.1 | 15.7 | 0.0 | 6.8 | 2.5 | 99.0 | -1.7 | 0.0
COc1ccc(S(=O)(=O)NC(=O)C2(C)CCN2C(=O)C2(c3ccccc3)CCCC2)cc1 (configuration not stated) | · | 0.1 | 2.8 | -12.0 | 0.3 | 3.4 | -9.8 | 104.0 | -0.3 | -1.8

2 entries from above, reformatted:
TLR9-MyD88 block,Vif imaging,MC4R antagonist,NOD2 RIPK2 PPI,aDG glyco up,Granule exo inh,ABHD5-PLIN5 inh,ABCB6 inh MLPCN,N-glyco inh,MC4R barr agon,Molecule
-5.3,0.3,-0.6,-9.2,1.2,2.0,18.0,99.0,1.4,0.6,CN(C)CCCN(C(=O)CCc1ccccc1)c1nc2c(F)cccc2s1
-10.0,-2.2,-3.0,6.8,0.6,46.5,10.3,94.0,-7.0,-2.2,COc1cc2nc(N(CCCN(C)C)C(=O)c3ccc(S(=O)(=O)N4CCc5ccccc5C4)cc3)sc2cc1OC

The list goes on.
smiles | TLR9-MyD88 block | Vif imaging | MC4R antagonist | NOD2 RIPK2 PPI | aDG glyco up | Granule exo inh | ABHD5-PLIN5 inh | ABCB6 inh MLPCN | N-glyco inh | MC4R barr agon
CN(C)/C=C(\C=O)c1cccc(Cl)c1 | 4.2 | 8.6 | 10.8 | -1.1 | 0.1 | -1.7 | 2.4 | 100.0 | 1.3 | 0.1
Cc1nc(C(=O)Nc2ccc(Cl)cc2Cl)nn1-c1cc(OC(C)C)c(Cl)cc1Cl | 0.5 | ? | 4.9 | -4.4 | 0.3 | -5.3 | -3.7 | 100.0 | -0.3 | -1.4
CNC(=O)CS(=O)CC(=O)Nc1cc(OCCOC)c(Cl)cc1Cl (configuration not stated) | 0.7 | -9.9 | 2.7 | 3.0 | -0.1 | -1.0 | 3.2 | 95.0 | -0.8 | -0.9
O=C(OCn1ncc(Br)c(Br)c1=O)c1ccc(F)cc1 | 34.5* | · | 47.1* | 74.3* | -0.6 | 63.8* | 14.3 | 83.0 | -18.8 | -0.2
Cn1nccc1/C=C(/C#N)S(=O)(=O)c1ccccc1 | 4.5 | 3.0 | 11.4 | 4.7 | -0.3 | 1.6 | -1.5 | 93.0 | 0.0 | -1.0
CCOc1ccccc1NC(=O)CSc1nc2[nH]ncc2c(=O)[nH]1 | 5.0 | -1.6 | 6.2 | -6.4 | -0.2 | -4.4 | -1.4 | 100.0 | 0.8 | -2.2
CC(C)Cc1nc2oc3c(N4CCN(CCO)CC4)ncnc3c2c2c1CCCC2 | -0.2 | -1.6 | 9.3 | 7.0 | 0.9 | 2.5 | 1.6 | 96.0 | -1.2 | 1.1
COc1ccc(NC(=O)c2cc(C3CC3)nc3c2cnn3C(C)C)cc1OC | -5.1 | -1.9 | -3.6 | -11.4 | -0.1 | -0.4 | -5.9 | 100.0 | -0.9 | 0.8
O=C(c1ccccc1)c1nccn1-c1ccc(Cl)nn1 | 0.1 | -1.2 | 5.5 | -14.4 | 0.0 | -1.2 | -6.2 | 96.0 | 0.1 | -2.2
O=C(CNC(=S)N(Cc1ccccc1)Cc1ccccc1F)NCc1ccccc1 | -0.1 | -14.8 | 3.3 | -1.1 | 0.9 | -2.2 | 1.5 | 91.0 | -4.6 | 0.5
Cc1cccc(/C=N/NC(=O)c2ccc3c(c2)OCCO3)c1O | -6.7 | -20.0 | 19.4 | -7.3 | 0.8 | -0.3 | -2.6 | 98.0 | -20.0 | -1.1
Cc1ccc(NC(=S)Nc2nc(CC(=O)Nc3ccccc3)cs2)cc1 | -5.4 | -18.2 | 5.4 | 8.3 | 1.3 | 1.2 | -14.8 | 102.0 | 2.9 | 3.4
Cc1ccc(SCC(=O)NCC2CCCO2)cc1 (configuration not stated) | 5.4 | 5.4 | -1.1 | -8.3 | -0.5 | -0.8 | -0.7 | 95.0 | 1.4 | -1.7
O=c1cc(N2CCCCC2)c(-c2ccccc2)nn1Cc1ccc(Cl)cc1 | 1.2 | -5.4 | -1.4 | -4.7 | 0.5 | 10.7 | -2.1 | 96.0 | -0.3 | -3.1
COc1ccc(N2CCN(C(=O)C3(C)CC3(Cl)Cl)CC2)cc1 (configuration not stated) | -2.5 | 2.3 | 22.9 | 2.8 | -0.5 | -0.4 | 2.4 | 99.0 | -1.6 | 2.2
O=C(NCC1CCCO1)c1ccc(NS(=O)(=O)c2ccccc2)cc1 (configuration not stated) | 0.5 | 5.9 | -10.4 | 2.2 | -0.2 | 0.7 | 2.4 | 101.0 | 0.4 | 2.9
Cc1c(O)nc(SCC(=O)Nc2nccs2)n(-c2ccccc2F)c1=O | -11.6 | 16.2 | 0.3 | -110.0 | -0.2 | -0.1 | -6.5 | 92.0 | 2.2 | -2.1
O=C(CCCc1ccccc1)c1ccccc1 | -5.4 | -11.6 | 25.8 | 0.3 | -0.1 | 33.9 | 4.6 | 97.0 | -10.0 | 3.5
Cc1nnc2ccc(-c3cccc(NC(=O)c4ccc(Cl)nc4)c3)nn12 | -2.4 | -15.6 | 6.1 | -3.6 | 0.1 | -0.6 | 1.6 | 93.0 | 10.7 | -0.7
COc1ccc(C2CC(=O)C(C=NCCCO)=C(O)C2)cc1 (configuration not stated) | 3.1 | 3.2 | 2.9 | 3.6 | -0.1 | -10.0 | -11.1 | 111.0 | -0.7 | -2.1
